# a7 integrin act = qHTS for Activators of Integrin-Mediated Alleviation for Muscular Dystrophy; alpha7betagal myoblasts, beta-gal FDG fluorescence, 48 h; Potency, µM (titrated, usually from 38.3 µM), for inactives: at the highest dose activation, usual class: activators; actives 0.064% (n = 350,000); AID 624291, 2012;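 also: potency is read from the fitted curve at half-maximal effect; 100% = response of the positive control SU9516; nearly all actives have a fitted effect of over 60% in size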
#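 Alpha7betagal+/- myoblasts (passage 13) were plated 16-24 hr, then exposed to compounds (1:260 dilution of DMSO stock) for 48 hours at 37C. After MPER lysis, β-galactosidase reporter activity was read as FDG fluorescence (ex 480/em 540) after 30 minutes.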
# TCR act = Activators of T cell receptors: qHTS campaign. Potency, µM (series often up to 9.22 µM), for inactives: at the highest dose activation of IL-2 secretion, most hits filed as activators. primary human leukocytes, anti-CD3, IL-2 HTRF, 48 h. 330,000 tested, under 10 active; also: % of control where 0% means no effect
#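 Primary human leukocytes receive a-CD3 beads and test compound and are incubated 48 hr. Secreted IL-2 is then assayed by HTRF, measuring 665nm acceptor emission after 320nm excitation of the europium donor.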
# TSG101-PTAP inh = qHTS Assay for Iinhibitors of HIV-1 Budding by Blocking the Interaction of PTAP/TSG101; Fluorescence polarization, FITC-PTAP peptide / Tsg101 binding; Potency, µM (doses to about 115 µM), without a hit: at the top dose activity change, negative = inhibition, hits mostly inhibitors; 340,000 tested, under 10 active; AID 493005, 2010; active = well fitted inhibition curve with a large enough effect in the main read-out, with a control signal flat, not every such curve was filed as active; inconclusive = small, poorly fitted or top-dose-only effect, or effect the other way, or a change in a side signal; inactive = no such curve, though single readings can be large or run the other way; also: potency is read from the fitted curve at half-maximal effect; % of control where 0% means no effect
#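 Tsg101 binding domain (10 uM final) was mixed with compound and a FITC-labeled PTAP peptide (50 nM final) in HEPES pH 7.5 buffer with NaCl, Tween 20, EDTA and TCEP; fluorescence polarization was read after 20 min at r.t.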
# TSHR antag = Antagonists of the Thyroid Stimulating Hormone Receptor: HTS campaign | Thyrotropin receptor (Homo sapiens), P16473 | TSHR-expressing cells, TSH-stimulated cAMP HTRF, 2 h; stronger effect = lower value | activity change, negative = inhibition, % at 11.5 µM | actives 0.2% (n = 330,000);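 active = activity change below a set negative limit, meaning inhibition stronger than a set level, cut at about -70% in these data; inconclusive = activity change between two set negative limits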; also: % is scaled to controls: 0 for no effect and ±100 for the full control effect
# Target sequence (P16473 whole entry, looked up): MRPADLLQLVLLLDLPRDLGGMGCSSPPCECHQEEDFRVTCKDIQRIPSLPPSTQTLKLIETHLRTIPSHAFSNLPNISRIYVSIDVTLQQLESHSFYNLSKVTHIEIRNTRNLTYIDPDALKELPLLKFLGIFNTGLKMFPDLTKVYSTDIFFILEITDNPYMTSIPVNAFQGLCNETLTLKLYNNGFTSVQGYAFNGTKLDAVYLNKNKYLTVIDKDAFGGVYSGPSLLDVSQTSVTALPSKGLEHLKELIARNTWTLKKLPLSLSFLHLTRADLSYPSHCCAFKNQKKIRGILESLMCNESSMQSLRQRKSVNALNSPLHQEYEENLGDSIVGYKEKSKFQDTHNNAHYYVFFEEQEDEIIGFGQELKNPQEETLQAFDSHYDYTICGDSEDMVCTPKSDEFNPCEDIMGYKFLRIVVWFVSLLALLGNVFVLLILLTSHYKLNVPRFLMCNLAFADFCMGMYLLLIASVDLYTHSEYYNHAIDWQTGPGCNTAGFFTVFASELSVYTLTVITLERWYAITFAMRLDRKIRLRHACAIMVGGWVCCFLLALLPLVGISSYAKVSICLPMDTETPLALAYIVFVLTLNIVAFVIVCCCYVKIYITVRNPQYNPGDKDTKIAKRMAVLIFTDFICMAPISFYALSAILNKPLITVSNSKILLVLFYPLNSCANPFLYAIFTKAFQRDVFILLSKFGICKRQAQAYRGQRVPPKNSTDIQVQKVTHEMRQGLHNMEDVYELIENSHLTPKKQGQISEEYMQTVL
#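 Read-out is FRET at 665 nm (cryptate excitation 337 nm) from a cryptate-tagged anti-cAMP antibody, competed by cell cAMP against cAMP-d2. Compounds are tested on freshly harvested TSHR cells challenged with 4nM TSH (EC80) for 2 hours at 37 deg C.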
# Menin-MLL TR inh = qHTS Assay for Inhibitors Targeting the Menin-MLL Interaction in MLL Related Leukemias: Competition With Texas Red Labeled MLL-derived Mutant Peptide; AID 1768, 2009; actives 0.23% (n = 270,000); Potency, µM (doses to about 61.6 µM), for inactives: at the highest dose FP activity change, negative = inhibition, usual class: inhibitors; O00255; Menin + Texas Red MLL mutant peptide, fluorescence polarization; active = well fitted inhibition curve with a large enough effect in the polarisation, with a control signal flat, not every such curve was filed as active; inconclusive = small, poorly fitted or top-dose-only effect, or effect the other way, or a change in a side signal; inactive = no such curve, though single readings can be large or run the other way; the % refers to the polarisation; also: potency is read from the fitted curve at half-maximal effect; % of control where 0% means no effect; many of its hits are not listed in these tables
# Mito fusion yeast = qHTS Assay for Small Molecule Inhibitors of Mitochondrial Division or Activators of Mitochondrial Fusion. actives 0.23% (n = 320,000). Potency, µM (series often up to 46.1 µM), without a hit: top-dose growth rescue (activation), actives largely listed as activators. S. cerevisiae fusion-defective mutant growth rescue, CellTiterGlo 48 h;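 also: potency is read from the fitted curve at half-maximal effect; % of control where 0% means no effect; nearly all actives have a fitted effect of over 45% in size; temperature-sensitive fusion mutants such as fzo1-1 at 37 °C on non-fermentable ethanol glycerol medium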
#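 Read-out: ATP-based luminescence (CellTiterGlo, 10 min ambient) reporting growth of fusion-defective ts yeast after 48 hours at 37C on glycerol/ethanol YPEG medium in the presence of compound.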
# S-ASM inh = Inhibitors of Secretory Acid Sphingomyelinase (S-ASM): qHTS | Sphingomyelin phosphodiesterase (Homo sapiens), P17405 | placental ASM, HMU-PC fluorogenic substrate, 60 min | Potency, µM (top dose mostly 57.5 µM), for inactives: at the top dose activity change, negative = inhibition, actives largely listed as inhibitors | actives 0.006% (n = 340,000) | AID 504937, 2011; also: potency is read from the fitted curve at half-maximal effect
#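 Human placenta-derived ASM enzyme was preincubated with compound for 10 minutes at room temperature, then given fluorogenic substrate HMU-PC0 (9 uM final) for 60 minutes at 37 °C; a pH 10 stop preceded fluorescence reading at Ex 386/Em 447 nm.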
# CXXC DNA block = qHTS Fluorescence Polarization Assay for Inhibitors of MLL CXXC domain - DNA interaction; Histone-lysine N-methyltransferase 2A (Homo sapiens), Q03164; actives 0.037% (n = 290,000); MLL-CXXC / FITC-HOXA9 DNA fluorescence polarization; Potency, µM (highest dose often 115 µM), for inactives: at the top dose activity change, negative = inhibition, most hits filed as inhibitors; active = well fitted inhibition curve with a large enough effect in the polarisation, with a control signal flat, not every such curve was filed as active; inconclusive = small, poorly fitted or top-dose-only effect, or effect the other way, or a change in a side signal; inactive = no such curve, though single readings can be large or run the other way; the % refers to the polarisation; also: potency is read from the fitted curve at half-maximal effect
#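 Purified MLL-CXXC (added from a 7 uM solution) was preincubated 5 min at ambient with pinned compounds in 50 mM Tris-HCl pH 7.5, 50 mM NaCl, 1 mM DTT, 0.05% BSA. Fluorescein-labeled HOX-A9 DNA (50 nM solution) followed, 30 min, then polarization read.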
# MBNL1-CUG inh = qHTS Assay for Inhibitors of MBNL1-poly(CUG) RNA binding; TR-FRET MBNL1-His/biotin-(CUG)12 binding, 665/545 ratio; actives 0.036% (n = 280,000); Muscleblind-like protein 1 (Homo sapiens), Q9NR56; Potency, µM (titrated, usually from 57.5 µM), inactives show at the highest dose activity change, negative = inhibition, actives largely listed as inhibitors; AID 2675, 2010; active = well fitted inhibition curve with a large enough effect in the signal ratio, with a control signal flat, not every such curve was filed as active; inconclusive = small, poorly fitted or top-dose-only effect, or effect the other way, or a change in a side signal; inactive = no such curve, though single readings can be large or run the other way; the % refers to the signal ratio; also: potency is read from the fitted curve at half-maximal effect; % is scaled to controls: 0 for no effect and ±100 for the full control effect
#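 His-tagged MBNL1 binding to biotinylated (CUG)12 RNA was measured by TR-FRET using terbium anti-His antibody (0.055 ng/ul final) and streptavidin-XL665 (5 nM final). Compounds were titrated 92 nM to 58 uM; 60 min at room temperature.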
# A-T KAP1 phos = qHTS Assay for Identifying a Potential Treatment of Ataxia-Telangiectasia; […] A-T fibroblasts, KAP-1 phosphorylation AlphaLISA; neocarzinostatin DNA damage 30 min before lysis; Potency, µM (titrated, usually from 57.5 µM), inactives show at the top dose activation, usual class: activators; actives 0.19% (n = 320,000); AID 485349, 2010; also: potency is read from the fitted curve at half-maximal effect; % of control where 0% means no effect; nearly all actives have a fitted effect of over 45% in size
#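 ATM-like activity read as KAP-1 phosphorylation via AlphaLISA donor/acceptor antibody pairs after lysis and 6 hr at 25C. Cells were ATM-null patient fibroblasts ([…], hTERT), dosed 60 min, then exposed to the DSB inducer NCS for 30 min.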
# An asterisk follows results filed as active; ? = inconclusive; . = no result given; [ ] = remark or other dose. Unless noted, calls follow the shape of the dose curve; as a rule, active = well fitted curve in the direction sought with a large enough effect; inconclusive = small, poorly fitted or top-dose-only effect, or another doubt; inactive = no such curve, though single readings can be large; an effect the other way counts as inactive or inconclusive. The list is partial (hit frequency here may not be typical).
No.	smiles	CXXC DNA block	a7 integrin act	TCR act	TSG101-PTAP inh	S-ASM inh	MBNL1-CUG inh	TSHR antag	A-T KAP1 phos	Menin-MLL TR inh	Mito fusion yeast
1	CCOC(=O)C1=C(C)NC(=O)C(C#N)C1c1ccncc1 (stereo not drawn)	-10%	7%	-7%	-7%	-2%	-6%	-7	1%	10%	4%
2	CCCOc1ccc(C(=O)CCC(=O)OCC(=O)Nc2ccc(OCC)cc2)cc1	0%	.	.	.	.	-8%	7	14µM*	.	-1%
3	COc1ccc(/C=C/C(=O)N2CCN(S(=O)(=O)c3ccccc3)CC2)cc1OC	-9%	-18%	-4%	-2%	1%	?	-11	2%	0%	-1%
4	CCCCn1c(=O)[nH]c2c(oc3ccccc32)c1=O	13%	?	1%	-4%	2%	-9%	-5	-2%	-4%	6%
5	CNC(=O)c1c(NC(NC(=O)c2ccco2)C(=O)c2ccc(Cl)cc2)sc2c1CCCC2 (stereo not drawn)	15%	-19%	3%	-7%	-30%	-4%	-1	-8%	3%	3%
6	CN(C)C(=O)N1CCC(C(=O)NCc2cccs2)CC1	5%	2%	.	-2%	6%	0%	-3	1%	4%	-6%
7	COC(=O)N/N=C/c1cn(CCCOc2ccc(C)cc2)c2ccccc12	1%	-18%	-6%[46.1 µM]	0%	?	13%	8	5%	?	-3%
8	CCCn1c(-c2ccc(F)cc2)cnc1SCC(=O)O	-7%	5%	13%	-5%	1%	5%	-13	-8%	10%	-7%
9	C/C(CC(=O)NCc1ccco1)=N\NC(=O)c1ccc([N+](=O)[O-])cc1Cl	-3%	14%	-13%	0%	3%	?	-1	-4%	2%	-5%
10	O=C(Nc1ccc(N2CCN(C(=O)c3ccc(Cl)cc3)CC2)cc1)c1ccc2c(c1)OCCO2	-5%	-24%	4%	-9%	8%	0%	-21	.	3%	-2%
11	COc1ccc(-c2csc(NC(=O)C3CCN(C(=O)c4ccc(F)cc4)CC3)n2)cc1OC	1%	-34%	-3%	.	-6%	4%	-21	12%	14%	-9%
12	O=[N+]([O-])c1ccccc1CSc1nc2ccccc2o1	11%	9%	1%[46.1 µM]	1%	-3%	26%	-2	7%	7%	27%
13	C[C@H](NC(=O)c1ccc(C(C)(C)C)cc1)C(=O)N1CCN(C/C=C/c2ccccc2)CC1	.	-25%	4%	-8%	-8%	.	.	-5%	.	.
14	CCc1c(O)c(/C(C)=N\O)c(=O)n(-c2ccccc2)c1-c1ccccc1	4%	10%	9%[46.1 µM]	-1%	7%	2%	-12	2%	-1%	6%
15	COc1cc(OC)cc(C(=O)NCC(=O)OCC(=O)c2ccc3c(c2)-c2ccccc2C3)c1	14%	-20%	3%[46.1 µM]	-3%	-10%	105%[activator]	14	0%	?	-8%
16	Cc1ccc(-n2ccnc2SCC(=O)O)cc1C	1%	-14%	1%	2%	2%	-6%	-7	-12%	.	2%
17	COc1ccccc1NC(=O)Nc1ccnn1C1CCN(C(=O)c2cscn2)CC1	11%	15%	-1%	-1%	499%	-1%	-14	-3%	.	0%
18	Cc1cc2ccccc2n1CCNC(=O)c1ccc(S(=O)(=O)N2CCOCC2)cc1	-21%	-27%	-3%	-7%	-4%	?	0	-3%	?	-1%
19	COc1cc(OC)c(NC(=O)C2CCCN2C(=O)OCc2ccccc2)cc1Cl (stereo not drawn)	-8%	7%	-41%	-2%	0%	-2%	-4	7%	-1%	3%
20	Cc1cccc(C)c1N(CC(=O)N1CCCC1)S(C)(=O)=O	3%	11%	.	-3%	-3%	-1%	-21	7%	3%	0%

# Entries listed so far with a nitro group on carbon (two):
No.	smiles	CXXC DNA block	a7 integrin act	TCR act	TSG101-PTAP inh	S-ASM inh	MBNL1-CUG inh	TSHR antag	A-T KAP1 phos	Menin-MLL TR inh	Mito fusion yeast
9	C/C(CC(=O)NCc1ccco1)=N\NC(=O)c1ccc([N+](=O)[O-])cc1Cl	-3%	14%	-13%	0%	3%	?	-1	-4%	2%	-5%
12	O=[N+]([O-])c1ccccc1CSc1nc2ccccc2o1	11%	9%	1%[46.1 µM]	1%	-3%	26%	-2	7%	7%	27%

# Along the list, quoted from above:
# Entries 7–15 in TCR act read -6%[46.1 µM], 13%, -13%, 4%, -3%, 1%[46.1 µM], 4%, 9%[46.1 µM], 3%[46.1 µM]
# Entries 7–15 in S-ASM inh read ?, 1%, 3%, 8%, -6%, -3%, -8%, 7%, -10%
# Entries 7–15 in TSG101-PTAP inh read 0%, -5%, 0%, -9%, ., 1%, -8%, -1%, -3%

# Other compounds follow.
No.	smiles	CXXC DNA block	a7 integrin act	TCR act	TSG101-PTAP inh	S-ASM inh	MBNL1-CUG inh	TSHR antag	A-T KAP1 phos	Menin-MLL TR inh	Mito fusion yeast
21	CC(C)Cn1c(N)c(C(=O)COC(=O)/C=C/c2ccccc2)c(=O)n(C)c1=O	.	-39%	2%	-1%	-5%	.	?	-10%	.	4%
22	COCCN(C(=S)Nc1cccc(OC)c1)C1CCN(C(C)=O)CC1	12%	9%	7%	-3%	7%	.	11	9%	2%	0%
23	COc1ccc(C(=O)NCC(=O)NCc2cc(=O)n(C)c(=O)n2C)cc1	0%	10%	0%	-7%	4%	-10%	12	-7%	6%	0%
24	O=C(Nc1ccc(Br)cc1)C1CC=CCC1C(=O)OCC1CCCO1 (stereo not drawn)	36%[activator]	-1%	2%	-3%	2%	-2%	13	-2%	1%	1%
25	Cc1ccc(N2CCN(S(=O)(=O)c3cccs3)CC2C)cc1 (stereo not drawn)	0%	-9%	-1%	1%	-6%	7%	-6	8%	16%	-9%
26	Cc1ccc(-c2n[nH]c(=S)n2/N=C/C=C\c2ccccc2[N+](=O)[O-])cc1	6%	0%	0%	-1%	-5%	20%	-16	-1%	.	-1%
27	Cc1ccc(CCc2nnc(SCC(=O)Nc3cc(Cl)ccc3Cl)n2-c2ccccc2)o1	7%	-47%[inhibitor]	0%[46.1 µM]	1%	-5%	.	1	3%	1%	?
28	CC1CCN(S(=O)(=O)c2ccc(S(=O)(=O)N3CCN4CCCC4C3)cc2)CC1 (stereo not drawn)	-4%	.	.	.	.	-6%	5	-5%	20%	3%
29	Nc1c(Cl)cc2c(c1Br)Cc1ccccc1-2	.	-15%	-3%	-7%	0%	.	.	.	.	.
30	CCOc1cc(-c2nc(-c3ccc(C)nc3OC)no2)cc(OCC)c1OCC	-12%	0%	6%	-1%	0%	6%	0	-4%	1%	-11%
31	CCOC(=O)C1CCCN(C(=O)c2sc3nc(C)nc(N4CCOCC4)c3c2C)C1 (stereo not drawn)	-6%	-1%	0%	-5%	3%	-2%	6	-5%	3%	-4%
32	CCN(CC(=O)NCc1cccs1)C(=O)c1ccc(-c2ccccc2F)o1	.	-17%	-2%	0%	1%	.	4	10%	.	13%
33	CC(C)CCNc1nnnc2c1sc1nc(N3CCOCC3)c3c(c12)CC(C)(C)SC3	21%	16%	4%	-2%	-7%	6%	-6	2%	-2%	7%
34	Cc1ncsc1CCOC(=O)c1cccnc1	-1%	7%	0%	-2%	0%	-14%	1	-3%	-25%	1%
35	O=C1c2cnc3nc(SCc4ccccc4)nn3c2CC2c3ccccc3CCN12 (stereo not drawn)	0%	16%	-262%	3%	152%[activator]	1%	10	-1%	-27%	-21%
36	CCCCNC(=O)[C@@H]1CC=C[C@@H]2CCN(Cc3ccc(Cl)c(Cl)c3)C(=O)[C@@H]21	.	26%	-8%	-5%	1%	.	.	.	.	.
37	CCSc1nnc(NC(=O)NCC(F)(F)F)s1	12%	23%	4%	2%	3%	-2%	14	-8%	0%	-3%
38	CCOC(=O)c1c(C)[nH]c(C(=O)NNC(=O)c2ccccc2F)c1C	.	-10%	-2%	-8%	0%	.	-5	-3%	.	.
